GASC-1 inh – blocks human GASC-1 demethylase activity; Q9H3R0; GST-JMJD2C(1-420) H3K9me3 demethylation, DELFIA europium; inhibition, % at 2.35 µM; 330,000 compounds, 0.069% hits; AID 2099;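 active = more than half of a compound's replicate wells show inhibition beyond 50%, single wells judged on their own value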;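 note: signal counts dimethyl H3K9 product captured on neutravidin plate; 0% = median of DMSO wells and 100% = 0.3 times that DMSO median; strong numbers were not always called active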
core dimer inh – blocks dimerization of HCV core protein; TR-FRET GST/Flag-core106 dimerization, 1536-well; 300,000 compounds, 0.33% hits; inhibition, % at 5 µM; AID 1899;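 active = inhibition above the mean of all tested compounds plus 3 SD, set per screening campaign, cut at about 45% in these data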
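Assay system: GST-tagged and Flag-tagged HCV core protein residues 1-106 / Times: compound-protein-antibody incubation 4 h at 22.5 °C / Signal: time-resolved FRET, ex 340 nm, em 617 and 671 nm / Evaluation: % inhibition based on acceptor/donor emission ratio / Benchmarks: wells lacking GST-core106 and wells with excess unlabelled core106 / Repeats: singlicate, one well per compound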
PP1 inh – PP1-alpha (human) inhibition in PP5 counter-screen | purified PP1alpha, OMFP fluorescence | inhibition, % at 6.7 µM | 320,000 compounds, 0.9% hits | AID 2235;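 active = inhibition above the mean inhibition of all tested compounds plus 3 SD, computed separately for each screening campaign, cut at about 15% in these data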
CTSL1 counter – cathepsin L1 inhibition, PFM18AAP counter-screen | recombinant F. hepatica cathepsin L1, Z-Leu-Arg-MCA fluorescence | inhibition, % at 5.96 µM | 300,000 compounds, 0.49% hits | AID 1906;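 active = inhibition above the mean of all tested compounds plus 3 SD, set per screening campaign, cut at about 17% in these data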;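 note: 0% = plate median of test compound wells and 100% = 1 µM Z-Phe-Ala-diazomethylketone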
PP5 inh – PP5 (human) phosphatase inhibition; purified PP5c, OMFP substrate fluorescence; inhibition, % at 6.7 µM; 320,000 compounds, 0.18% hits;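 active = inhibition above the campaign's mean inhibition across all tested compounds plus 3 SD, cut at about 9.5% in these data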;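 note: 0% = DMSO only and 100% = 100 µM cantharidin control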
Target sequence (P53041 whole entry, looked up): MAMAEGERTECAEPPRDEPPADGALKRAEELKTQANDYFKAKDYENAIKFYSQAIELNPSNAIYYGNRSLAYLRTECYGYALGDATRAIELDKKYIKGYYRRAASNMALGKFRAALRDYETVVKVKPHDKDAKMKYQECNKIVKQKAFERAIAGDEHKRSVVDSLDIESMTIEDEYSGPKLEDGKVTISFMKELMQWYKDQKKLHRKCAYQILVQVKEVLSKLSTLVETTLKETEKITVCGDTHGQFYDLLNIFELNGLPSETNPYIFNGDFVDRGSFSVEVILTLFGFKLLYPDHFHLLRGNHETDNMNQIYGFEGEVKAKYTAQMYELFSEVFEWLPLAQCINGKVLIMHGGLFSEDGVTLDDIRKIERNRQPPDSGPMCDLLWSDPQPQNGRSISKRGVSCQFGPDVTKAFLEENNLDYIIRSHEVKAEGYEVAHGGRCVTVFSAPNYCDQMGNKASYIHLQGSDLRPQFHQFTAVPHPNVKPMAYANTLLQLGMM
TPT1 inh – C. albicans TPT1 enzyme inhibition | 300,000 compounds, 0.81% hits | inhibition, % at 5 µM | AID 1962 | recombinant caTPT1, FP RNA substrate dephosphorylation;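 active = inhibition above the mean of all tested compounds plus 3 SD, set per screening campaign, cut at about 24% in these data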;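 note: plate controls were DMSO alone for no effect and ferristatin control at 100 nM for full effect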
procasp3 activ – activators of human procaspase-3. AID 463141. P42574. activation, % at 8.5 µM. 330,000 compounds, 0.11% hits. recombinant procaspase-3 D3A, Ac-DEVD-pNA absorbance 405 nm;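 active = activation above the mean of all tested compounds plus 3 SD, cut at about 21% in these data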;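 note: 0% = DMSO alone and 100% = DMSO wells spiked with extra 5 µM PC-3 D3A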
Target sequence (P42574 whole entry D9A/D28A/D175A): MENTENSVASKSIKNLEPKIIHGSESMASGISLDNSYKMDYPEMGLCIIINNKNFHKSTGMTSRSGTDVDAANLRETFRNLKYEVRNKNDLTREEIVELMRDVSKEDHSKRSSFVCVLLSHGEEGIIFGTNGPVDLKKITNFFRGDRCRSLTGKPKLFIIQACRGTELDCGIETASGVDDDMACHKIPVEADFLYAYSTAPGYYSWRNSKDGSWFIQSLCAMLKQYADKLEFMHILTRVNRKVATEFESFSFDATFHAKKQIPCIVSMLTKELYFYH
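Test system: Procaspase-3 D3A mutant, all three cleavage aspartates alanine | Dosing: Single dose, 8.5 µM nominal compound, 0.8% DMSO | Schedule: 1 h preincubation, 2 h reaction | Technique: 405 nm absorbance of p-nitroaniline, reads at 0 and 120 min | Repeats: One well per compound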
Efflux pump mplx – blocks antifungal efflux pumps in multiplex yeast assay; S. cerevisiae Candida pump triplex, Nile Red efflux; inhibition, % at 10 µM; 330,000 compounds, 0.44% hits;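 active = plate passing quality check with inhibition over a set limit, or well fluorescence over plate mean plus 4 SD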;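 note: Nile Red retained in pooled yeast measured as flow cytometry median fluorescence; 0% = buffer negative control and 100% = Enniatin B positive control; higher means more Nile Red kept so more efflux inhibition; some compounds called inactive have numbers as strong as hits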
procasp7 counter – activates human procaspase-7, counter-screen for procaspase-3 activators; P55210; recombinant procaspase-7, Ac-DEVD-pNA absorbance 405 nm; D23A/D198A/D206A triple mutant, cannot self-cleave; scale: DMSO 0, 5 µM enzyme 100; activation, % at 8.5 µM; 330,000 compounds, 0.093% hits; AID 463210;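 active = percent activation above the screen-wide mean plus 3 SD, cut at about 25% in these data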
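Material: Procaspase-7 triple mutant (PC-7 D3A) | Quantity: 2 µM procaspase-7 mutant as dispensed | Reagent: DEVD-pNA substrate | Times: 1 h preincubation, 2 h reaction | Technique: 405 nm absorbance of p-nitroaniline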
An asterisk follows results filed as active.

Results for COc1ccc(C(=O)OCC(=O)c2cc(C)n(CC3CCCO3)c2C)cc1[N+](=O)[O-] (stereo unspecified) ?
GASC-1 inh: -5; PP1 inh: -2; PP5 inh: 1.6; procasp3 activ: 0; Efflux pump mplx: -0.2; procasp7 counter: -7

What do the screens show for `O=[N+]([O-])c1ccc(-c2csc(Nc3ccccc3)[n+]2Cc2ccccc2)cc1`?
GASC-1 inh: 10; core dimer inh: -9; PP1 inh: 9; CTSL1 counter: 1; PP5 inh: 4.2; TPT1 inh: 9; procasp3 activ: -9; Efflux pump mplx: -0.2; procasp7 counter: -15

How did COc1ccc(N(C(=O)c2cccnc2)S(=O)(=O)c2cccc([N+](=O)[O-])c2)cc1 do in these assays?
GASC-1 inh: 18; core dimer inh: 11; PP1 inh: -2; CTSL1 counter: 2; PP5 inh: 0.8; TPT1 inh: 68*; procasp3 activ: 11; Efflux pump mplx: -0.1; procasp7 counter: 5

What do the screens show for `Fc1ccc(Nc2nc(N3CCOCC3)c3ccccc3n2)cc1`?
GASC-1 inh: -3; core dimer inh: -5; PP1 inh: 1; CTSL1 counter: 0; PP5 inh: 5.9; TPT1 inh: 2; procasp3 activ: -7; Efflux pump mplx: 0.0; procasp7 counter: 5

How did Cc1[nH]c2ccccc2c1C(=O)CSC(=S)N1CCOCC1 do in these assays?
GASC-1 inh: -3; core dimer inh: -1; PP1 inh: 1; CTSL1 counter: -1; PP5 inh: 0.3; TPT1 inh: 2; procasp3 activ: -2; Efflux pump mplx: 0.0; procasp7 counter: 2

Results for O=c1oc2cc([N+](=O)[O-])ccc2nc1/C=C(\O)c1cccc(Br)c1 ?
GASC-1 inh: -11; core dimer inh: -9; PP1 inh: -1; CTSL1 counter: 2; PP5 inh: 6.2; TPT1 inh: -3; procasp3 activ: -21; Efflux pump mplx: -0.2; procasp7 counter: -12

What do the screens show for `O=C(NCc1cccc(C(F)(F)F)c1)C1CC(c2ccc(C(F)(F)F)cc2)=NO1` (stereo unspecified)?
GASC-1 inh: 0; core dimer inh: 10; PP1 inh: 2; CTSL1 counter: 4; PP5 inh: 9.1; TPT1 inh: -2; procasp3 activ: 4; Efflux pump mplx: 0.0; procasp7 counter: 7

What do the screens show for `CCN(CC)CCNS(=O)(=O)c1ccc(Cl)cc1`?
GASC-1 inh: -3; core dimer inh: 5; PP1 inh: -5; CTSL1 counter: 1; PP5 inh: -6.3; TPT1 inh: 1; procasp3 activ: -4; Efflux pump mplx: 0.2; procasp7 counter: 6

Results for CSc1ccc(Cl)c(C(=O)OCC(=O)N2CC(C)OC(C)C2)c1 (stereo unspecified) ?
GASC-1 inh: -4; core dimer inh: 1; PP1 inh: 0; CTSL1 counter: -7; PP5 inh: -0.1; TPT1 inh: -3; procasp3 activ: 2; Efflux pump mplx: 0.0; procasp7 counter: 0

What do the screens show for `Clc1ccc(/C=N/N2CCCCC2)cc1`?
GASC-1 inh: 17; core dimer inh: 3; PP1 inh: 1; CTSL1 counter: 0; PP5 inh: 0.6; TPT1 inh: 1; procasp3 activ: -2; Efflux pump mplx: 0.1; procasp7 counter: 3

How did O=C(Cn1c(=O)oc2ccccc21)c1ccccc1 do in these assays?
GASC-1 inh: 4; core dimer inh: -9; PP1 inh: 5; CTSL1 counter: 0; PP5 inh: 1.8; TPT1 inh: -3; procasp3 activ: 6; Efflux pump mplx: 0.1; procasp7 counter: 0

Results for O=C(C(=O)N1CCCC1CO)N1CCCC1CO (stereo unspecified) ?
GASC-1 inh: -21; core dimer inh: 0; PP1 inh: -4; CTSL1 counter: -3; PP5 inh: 3.0; TPT1 inh: -3; procasp3 activ: 6; Efflux pump mplx: 0.0; procasp7 counter: 3

What do the screens show for `COc1cccc(/C=C/C(=O)Nc2ccc(C(=O)Nc3cccc(S(N)(=O)=O)c3)cc2)c1OC`?
GASC-1 inh: 2; core dimer inh: 8; PP1 inh: -3; CTSL1 counter: 1; PP5 inh: 1.3; TPT1 inh: 1; procasp3 activ: 0; Efflux pump mplx: 0.1; procasp7 counter: 8

What do the screens show for `COc1cc(C(C)=O)ccc1COc1ccc(C(=O)OCC(=O)NC2CCS(=O)(=O)C2)cc1OC` (stereo unspecified)?
GASC-1 inh: -2; core dimer inh: 7; PP1 inh: 1; CTSL1 counter: 0; PP5 inh: 2.9; TPT1 inh: -2; procasp3 activ: 8; Efflux pump mplx: 0.0; procasp7 counter: 6

What do the screens show for `C=CCOc1ccc(C2C(C#N)=C(N)N(Nc3ccccc3)C3=C2C(=O)CC(C)(C)C3)cc1OC` (stereo unspecified)?
GASC-1 inh: -14; core dimer inh: 11; PP1 inh: -4; CTSL1 counter: -2; PP5 inh: 4.9; TPT1 inh: 1; procasp3 activ: 19; Efflux pump mplx: 0.2; procasp7 counter: 35*

What do the screens show for `O=C(Cn1c(=O)oc2ccccc21)Nc1ccc2c(c1)OCCO2`?
GASC-1 inh: 7; core dimer inh: 3; PP1 inh: -4; CTSL1 counter: -2; PP5 inh: -1.1; TPT1 inh: -5; procasp3 activ: -5; Efflux pump mplx: -0.2; procasp7 counter: 4

Results for COc1cccc(NC(=O)CN(C)C(=O)c2cc(S(=O)(=O)N3CCCCCC3)ccc2OC)c1 ?
GASC-1 inh: 6; PP1 inh: -2; PP5 inh: 0.1; procasp3 activ: -4; Efflux pump mplx: 0.2; procasp7 counter: 1

Results for C[C@H](CO)N1C[C@H](C)[C@@H](CN(C)C(=O)NC2CCCCC2)Oc2ccc(NS(=O)(=O)c3ccccc3)cc2C1=O ?
GASC-1 inh: -44; procasp3 activ: 1; Efflux pump mplx: -0.3; procasp7 counter: -8

Results for COc1cc(CN(C)CC2CCCN(CCc3ccc(F)cc3)C2)c(Cl)cc1O (stereo unspecified) ?
GASC-1 inh: -19; core dimer inh: 5; PP1 inh: -3; CTSL1 counter: 2; PP5 inh: -0.9; TPT1 inh: -3; procasp3 activ: 11; Efflux pump mplx: -0.1; procasp7 counter: 11

Results for Cc1cccc(CC2CC(=O)N(c3ccccc3)C2=O)c1 (stereo unspecified) ?
GASC-1 inh: 15; core dimer inh: -4; PP1 inh: -5; CTSL1 counter: 4; PP5 inh: -2.5; TPT1 inh: 0; procasp3 activ: -4; Efflux pump mplx: 0.0; procasp7 counter: -6

Results for CCS(=O)(=O)N1CCC(C(=O)NCCc2ccccc2)CC1 ?
GASC-1 inh: 0; core dimer inh: -8; PP1 inh: -1; CTSL1 counter: 3; PP5 inh: -1.6; TPT1 inh: -2; procasp3 activ: 1; Efflux pump mplx: -0.1; procasp7 counter: -5

What do the screens show for `Cc1ccc(/C=C2/Sc3ccc(C(=O)N4CCN(c5ccccn5)CC4)cc3NC2=O)cc1`?
GASC-1 inh: 0; core dimer inh: 7; PP1 inh: 4; CTSL1 counter: 0; PP5 inh: 2.8; TPT1 inh: 28*; procasp3 activ: 19; Efflux pump mplx: -0.1; procasp7 counter: 1

What do the screens show for `Nc1[nH]n(-c2ccccc2)c(=O)c1N=Nc1ccccc1`?
GASC-1 inh: 15; core dimer inh: -25; PP1 inh: 0; CTSL1 counter: 2; PP5 inh: 2.9; TPT1 inh: 1; procasp3 activ: -7; Efflux pump mplx: 0.0; procasp7 counter: -4

Results for CCCCc1nnc(NC(=O)CSc2nc(O)c(Cc3ccccc3)c(=O)[nH]2)s1 ?
GASC-1 inh: 29; core dimer inh: -6; PP1 inh: -5; CTSL1 counter: 5; PP5 inh: -7.5; TPT1 inh: 6; procasp3 activ: 0; Efflux pump mplx: -0.1; procasp7 counter: 2

Results for Cc1sc2ncnc(N3CCC(C(=O)N(C)CC(=O)Nc4ccccc4Br)CC3)c2c1C ?
GASC-1 inh: -11; core dimer inh: 1; PP1 inh: -3; CTSL1 counter: -2; PP5 inh: 1.6; TPT1 inh: 1; procasp3 activ: 9; Efflux pump mplx: -0.3; procasp7 counter: -1

What do the screens show for `Cc1ccc(O)c(-c2cc(C(=O)Nc3c(C)n(C)n(-c4ccccc4)c3=O)[nH]n2)c1`?
GASC-1 inh: 1; core dimer inh: -3; PP1 inh: 0; CTSL1 counter: 1; PP5 inh: 1.4; TPT1 inh: 0; procasp3 activ: 5; Efflux pump mplx: -0.1; procasp7 counter: 0

What do the screens show for `CCOC(=O)c1[nH]cnc1C(=O)NC1CCCCC1`?
GASC-1 inh: 0; core dimer inh: -3; PP1 inh: -1; CTSL1 counter: 6; PP5 inh: 1.4; TPT1 inh: 0; procasp3 activ: 4; Efflux pump mplx: 0.5; procasp7 counter: 7

Results for CN1CCN(c2ccc(C(=O)c3cn(-c4ccc(F)c(Cl)c4)nn3)cc2)CC1 ?
GASC-1 inh: -3; core dimer inh: 2; PP1 inh: 0; CTSL1 counter: 0; PP5 inh: -0.4; TPT1 inh: 3; procasp3 activ: -2; Efflux pump mplx: 0.1; procasp7 counter: -6

What do the screens show for `COc1ccccc1OCc1nc(-c2cccc([N+](=O)[O-])c2)no1`?
GASC-1 inh: -5; core dimer inh: -10; PP1 inh: 1; CTSL1 counter: -3; PP5 inh: 1.8; TPT1 inh: -1; procasp3 activ: -3; Efflux pump mplx: 0.0; procasp7 counter: -4

What do the screens show for `O=C1c2ccccc2-c2onc3ccc(NCc4ccco4)c1c23`?
GASC-1 inh: 5; core dimer inh: -49; PP1 inh: -7; CTSL1 counter: 2; PP5 inh: -6.5; TPT1 inh: -71; procasp3 activ: -23; Efflux pump mplx: 0.3; procasp7 counter: -24

Results for N#Cc1c(NC(=O)CSc2nnc(-c3ccccc3)o2)sc2c1CCCC2 ?
GASC-1 inh: -11; core dimer inh: -23; PP1 inh: -2; CTSL1 counter: 3; PP5 inh: -0.1; TPT1 inh: 5; procasp3 activ: -7; Efflux pump mplx: 0.3; procasp7 counter: -1

How did NC(=O)CCNC(=O)c1ccc(Cl)cc1 do in these assays?
GASC-1 inh: 5; core dimer inh: -9; PP1 inh: -1; CTSL1 counter: -2; PP5 inh: 0.8; TPT1 inh: 5; procasp3 activ: -2; Efflux pump mplx: -0.1; procasp7 counter: 6

How did CC(=O)Nc1c(NCC(C)C)c2ccccc2oc1=O do in these assays?
GASC-1 inh: 0; core dimer inh: 0; PP1 inh: 0; CTSL1 counter: 3; PP5 inh: -0.1; TPT1 inh: -1; procasp3 activ: 14; Efflux pump mplx: -0.1; procasp7 counter: 7

How did O=C(O)CCC(=O)CCC(=O)c1ccccc1 do in these assays?
GASC-1 inh: 4; core dimer inh: -6; PP1 inh: -1; CTSL1 counter: -6; PP5 inh: 1.2; TPT1 inh: 2; procasp3 activ: -5; Efflux pump mplx: 0.0; procasp7 counter: -9
